Compound activity (PubChem BioAssay)
Eya2 inh – blocks the phosphatase activity of human Eya2; O00167; recombinant Eya2, OMFP fluorescence dephosphorylation (OMFP is methylfluorescein phosphate); Potency, µM (highest dose often 76.9 µM), for the others: at the highest dose activity, negative = inhibition, most hits filed as inhibitors; 330,000 tested, 0.006% active; AID 488837; note: potency is the fitted concentration of half-maximal effect
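Eya2 protein (added as 0.2 uM solution) was preincubated with compound for 10 min at ambient temperature in 50 mM HEPES pH 7.5, 50 mM NaCl, 5 uM MgCl2, 0.05% BSA, 1 mM DTT. OMFP (added at 50 uM) then reacted 10 min; fluorescence read at 485/525 nm.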
Giardia kill – kills Giardia lamblia; activity change, % at 7.66 µM, hits read low; Giardia lamblia trophozoite viability; 340,000 tested, 0.15% active; AID 540267; in the data active = activity change below about -80%; inconclusive = between about -30% and that limit;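 note: parasites exposed to compound for two days anaerobically before the ATP read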
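Compounds were tested on trophozoites seeded at 100 cells/well and held 48 hrs at 37 deg C anaerobically. An ATP-based luminescent kit measured the remaining live cells.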
USP2a inh – USP2a (human) protease inhibition; USP2 core, Ub-CHOP2 coupled fluorogenic reporter, 485/531; Potency, µM (highest dose often 38.3 µM), inactives show at the highest dose activity change, negative = inhibition, actives largely listed as inhibitors; O75604; 330,000 tested, 0.01% active; AID 463254;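 note: potency is the fitted concentration of half-maximal effect; plate controls were DMSO wells for no effect and full inhibition by NEM control for full effect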
Target sequence (O75604 whole entry, looked up): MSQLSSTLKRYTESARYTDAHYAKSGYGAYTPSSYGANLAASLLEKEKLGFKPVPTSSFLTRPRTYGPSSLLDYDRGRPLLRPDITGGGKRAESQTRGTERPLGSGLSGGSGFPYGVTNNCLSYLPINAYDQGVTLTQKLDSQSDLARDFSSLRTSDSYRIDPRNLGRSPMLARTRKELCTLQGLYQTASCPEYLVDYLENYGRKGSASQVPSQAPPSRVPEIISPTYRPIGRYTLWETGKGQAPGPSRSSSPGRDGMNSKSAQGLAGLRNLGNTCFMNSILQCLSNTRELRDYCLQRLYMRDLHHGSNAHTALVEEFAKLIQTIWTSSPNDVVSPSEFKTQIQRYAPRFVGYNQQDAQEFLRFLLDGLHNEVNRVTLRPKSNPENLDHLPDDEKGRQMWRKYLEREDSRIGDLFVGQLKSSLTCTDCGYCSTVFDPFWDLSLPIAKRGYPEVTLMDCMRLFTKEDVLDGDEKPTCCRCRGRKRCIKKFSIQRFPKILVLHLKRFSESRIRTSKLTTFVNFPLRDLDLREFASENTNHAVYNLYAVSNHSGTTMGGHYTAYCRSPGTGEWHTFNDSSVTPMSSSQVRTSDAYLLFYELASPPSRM
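Cell-free coupled assay: 10nM USP2 core preincubated 30min RT with compound in Tris-HCl pH 8.0/CaCl2/CHAPS buffer, then 25nM Ub-CHOP2 and 25nM reporter substrate; fluorescence (Ex 485/Em 531) read after 60min RT, normalized to NEM inhibition, concentration-response curves fitted.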
KCNH2 WT inh – inhibitors of human wildtype KCNH2 potassium channel; 340,000 tested, 0.37% active; U2OS, BacMam KCNH2, thallium flux FluxOr; hits give low values; activity change, % at 1.84 µM; Q12809;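 active = maximum activity change below -70%; inconclusive = maximum activity change between -70% and -50%; inactive = maximum activity change above -50%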
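U2OS cells transduced with wild-type KCNH2 virus are loaded with FluxOr dye for 45 min, and thallium flux is measured in kinetic reads before and after stimulation buffer. Rate constants are normalized to DMSO controls.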
uPA surface inh – inhibitors of cell surface uPA generation. cell surface uPA generation assay, qHTS. Potency, µM (titrated, usually from 38.3 µM), for the others: at the top dose activity change, negative = inhibition, usual class: inhibitors. 330,000 tested, 0.31% active. AID 540303; active = well fitted inhibition curve with a large enough effect; inconclusive = small, poorly fitted or top-dose-only effect; inactive = no such curve, though single readings can be large or run the other way; tested in mouse RAW 264.7 cells; note: potency is the fitted concentration of half-maximal effect; nearly all actives have a fitted effect of over 55% in size
B2AR arrestin – agonists driving beta-arrestin recruitment to human beta2-adrenergic receptor. P07550. beta-arrestin recruitment to beta2AR, cell-based reporter. Potency, µM (titrated, usually from 46.1 µM), without a hit: top-dose activation, actives largely listed as activators. 330,000 tested, 0.02% active. AID 492947;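 note: potency is the fitted concentration of half-maximal effect; 0% = DMSO controls and full agonism = EC100 isoproterenol or metaproterenol; nearly all actives have a fitted effect of over 65% in size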
Target sequence (P07550 whole entry, looked up): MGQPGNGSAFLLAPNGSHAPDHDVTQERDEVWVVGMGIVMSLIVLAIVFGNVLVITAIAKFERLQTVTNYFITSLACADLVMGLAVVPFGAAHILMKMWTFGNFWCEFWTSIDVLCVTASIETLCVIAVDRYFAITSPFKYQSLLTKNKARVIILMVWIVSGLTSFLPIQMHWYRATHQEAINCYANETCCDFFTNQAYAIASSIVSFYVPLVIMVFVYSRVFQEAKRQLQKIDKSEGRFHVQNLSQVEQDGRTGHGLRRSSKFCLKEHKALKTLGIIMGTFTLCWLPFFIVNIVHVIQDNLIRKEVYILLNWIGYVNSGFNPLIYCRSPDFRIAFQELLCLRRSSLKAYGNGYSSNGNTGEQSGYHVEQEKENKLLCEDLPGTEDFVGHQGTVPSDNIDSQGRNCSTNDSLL
GALK inh – inhibitors of human galactokinase. Potency, µM (top dose mostly 57.5 µM), for the others: at the top dose activity change, negative = inhibition, actives largely listed as inhibitors. 270,000 tested, 0.007% active. Purified GALK, Kinase-Glo residual ATP luminescence. P51570. AID 1868; note: potency is the fitted concentration of half-maximal effect
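5 nM enzyme, 35 uM ATP, 100 uM galactose, 20 mM HEPES pH8.0, 5 mM MgCl2; 1 h RT; residual ATP by Kinase-Glo Plus luminescence, qHTS format.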
BCR signal inh – inhibitors of chronic active B-cell receptor signaling | ABC-DLBCL IkBa-CBG/CBR reporter, luminescence ratio, 4 h | Potency, µM (titrated, usually from 46.1 µM), for inactives: at the highest dose ratio change, negative = lower green/red ratio, hits mostly inhibitors | 340,000 tested, 0.05% active | AID 493014; active = well fitted inhibition curve with a large enough effect in the signal ratio, with a control signal flat, not every such curve was filed as active; inconclusive = small, poorly fitted or top-dose-only effect, or effect the other way, or a change in a side signal; the % refers to the signal ratio;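 note: potency is the fitted concentration of half-maximal effect; plate controls were basal doxycycline-induced cells for no effect and cells given 10 µM MG132 for full effect; MG132 reads +100%, hits lower the ratio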
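TMD8 human ABC-DLBCL cells with doxycycline-inducible IκBα–green luciferase fusion and unfused red luciferase, in 0.5% FBS medium; compounds up to 46 uM, 4 h at 37C. Green/red luminescence ratio, filter-overlap corrected, fitted to concentration-response curves.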
KCNH2 3.1 inh – KCNH2 3.1 (human) potassium channel inhibition | activity change, % (tested at about 1.8 µM) | U2OS KCNH2 3.1, thallium flux FluxOr; hits give low values | 340,000 tested, 0.95% active | AID 720553;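 active = maximum activity change below -70%; inconclusive = maximum activity change from -70% to -50%; inactive = maximum activity change above -50%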;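 note: thallium influx rate constant from kinetic fluorescence after stimulation buffer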
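Normalized rate constant (relative to positive and negative DMSO controls) derived from a 2 min kinetic fluorescence read after stimulation; U2OS cells expressing the 3.1 isoform via virus at 1.77 x 10^8 /mL.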
Coupling enz – counter-screen for Giardia aldolase inhibitors: coupling enzyme system; AID 2472; coupling enzyme system counterscreen, AmpLite Red fluorescence; 290,000 tested, 0.67% active; activity change, negative = inhibition, % at 58.2 µM, hits read low; in the data active = activity change below about -30%
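Counterscreen of the coupled detection system alone, without aldolase: glyceraldehyde-3-phosphate coupling enzymes plus AmpLite Red readout. Compounds at 57.5 uM final, 10 min RT preincubation, 20 min RT reaction, fluorescence 525/598 nm.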
PKM2 activator – PKM2 (human) enzyme activation. AID 1631. Potency, µM (titrated, usually from 57.5 µM), inactives show at the top dose activation, usual class: activators. purified PKM2, Kinase-Glo ATP luminescence, activation; response scale: 0% is enzyme alone, no compound. P14618. 260,000 tested, 0.34% active; note: potency is the fitted concentration of half-maximal effect; nearly all actives have a fitted effect of over 55% in size
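hPK-M2, >95% pure; 0.1 mM ADP / 0.5 mM PEP final; imidazole pH7.2 buffer w/ 7 mM MgCl2, 50 mM KCl; 1 h RT; Kinase-Glo lum. Intermediate enzyme activity for dual inhibitor/activator qHTS.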
* marks the source's active call; other numbers are inactive results; i = inactive; ? = inconclusive; / = no result given; [ ] = another dose, or the depositor's remark. Unless noted, calls come from the whole dose curve; as a rule, active = well fitted curve in the direction sought with a large enough effect; inconclusive = small, poorly fitted or top-dose-only effect, or another doubt; inactive = no such curve, though single readings can be large; an effect the other way counts as inactive or inconclusive. Unless noted, % is set by controls: 0 for no effect and ±100 for the full control effect.

SMILES	Eya2 inh	Giardia kill	USP2a inh	KCNH2 WT inh	uPA surface inh	B2AR arrestin	GALK inh	BCR signal inh	KCNH2 3.1 inh	Coupling enz	PKM2 activator
O=C(c1ccc(S(=O)(=O)N2CCOCC2)cc1)N1CCc2ccccc2C1	7%	-7	3%	-5	4%	0.5%	0%	0%	-7	1	6%
Cc1ccccc1NC(=O)C1Cc2ccccc2CN1C(=O)c1ccco1 (configuration not stated)	-4%	-3	-1%	5	-1%	0.2%	8%	?	-6	-5	1%
CCOC(=O)C1=C(CP(=O)(c2ccccc2)c2ccccc2)NC(=O)NC1c1ccc(OC)cc1 (configuration not stated)	2%	-22	1%	-8	1%	-0.2%	-2%	6%	-9	2	0%
COc1ccc(-c2ccc([C@H]3[C@H]4C=CC[C@@H](C)[C@@H]4C(=O)N3Cc3ccccc3)c(F)c2)cc1	-11%	16	5%	1	?	-0.8%	4%	12%	10	0	3%
Cc1ccc(S(=O)(=O)N(C)c2ccc(OCC(=O)Nc3ccc(C(=O)N(C)C)cc3)cc2)cc1C	-2%	19	3%	20	-3%	0.1%	/	6%	10	/	/
CN1CCc2nc(NC(=O)COc3ccc4ccccc4c3)sc2C1	19%	-10	8%	10	-14%	-0.1%	-2%	?	8	-1	5%
O=C(O)CCCC(=O)NCc1ccccn1	-31%	0	2%	-1	1%	-0.3%	0%	-1%	-3	1	4%
CC(=O)Nc1cccc(Oc2ncccc2[N+](=O)[O-])c1	15%	-18	5%	6	-9%	-0.7%	11%	1%	7	2	7%
Cc1nnc(NC(=O)C2CCN(S(=O)(=O)c3ccc(Cl)cc3)CC2)s1	6%	12	-1%	5	-6%	0.2%	5%	0%	2	3	-7%
O=C(NCCc1ccc(Cl)cc1)C1=CC=CN2CCS(=O)(=O)N=C12	-1%	-15	-1%	14	-9%	-0.1%	/	-2%	0	/	/
CCOc1cc(C(=O)NCCOC)cc(OCC)c1OCC	-13%	7	0%	-8	0%	0.5%	0%	4%	21	0	-2%
Cc1nc(N2CCCC2)c2nnn(Cc3ccccc3Cl)c2n1	6%	6	-2%	-11	/	-0.3%	-1%	-1%	-6	0	14%
CC(C)c1ccc(O)c(NC(=S)NC(=O)CCc2ccccc2)c1	-17%	8	-1%	-11	-3%	-0.4%	-1%	?	-4	-1	1%
COc1cccc(C2=NN(S(C)(=O)=O)C(c3cccs3)C2)c1 (configuration not stated)	1%	-2	0%	-1	0%	-0.7%	0%	5%	-2	2	-7%
COC(=O)c1cn(C(=O)c2ccc(Br)o2)c2ccccc12	-1%	5	4%	-5	2%	-0.2%	0%	5%	8	4	3%
COc1ccc(-c2csc(NC(=O)C3=COCCO3)n2)cc1OC	11%	0	1%	-9	-2%	0.0%	/	5%	-5	/	/
Cc1cc(C(F)(F)F)nn1CC(=O)N(C)c1ccccc1	5%	-11	0%	-4	-1%	0.1%	10%	1%	1	3	5%
COc1cc(/C=N/NC(=O)c2cccnc2)ccc1OCC(=O)Nc1ccc(C)cc1	-7%	68[activator]	1%	i	1%	-0.5%	0%	1%	-6	0	3%
Cc1cccc(-n2c(SCC(=O)NCC3CCCO3)nc3ccccc3c2=O)c1C (configuration not stated)	-4%	3	1%	0	?	-0.2%	/	-13%	10	/	/
COc1ccccc1NS(=O)(=O)c1ccc(C(=O)NCCCN2CCOCC2)cc1	3%	8	0%	2	2%	-0.7%	/	-8%	10	/	/

Looked up above.
CC(C)c1ccc(O)c(NC(=S)NC(=O)CCc2ccccc2)c1 in B2AR arrestin is entered as -0.4%
Cc1nc(N2CCCC2)c2nnn(Cc3ccccc3Cl)c2n1 in KCNH2 3.1 inh is entered as -6

The list goes on:
SMILES	Eya2 inh	Giardia kill	USP2a inh	KCNH2 WT inh	uPA surface inh	B2AR arrestin	GALK inh	BCR signal inh	KCNH2 3.1 inh	Coupling enz	PKM2 activator
CCOC(=O)c1ccc(NC(=O)C(CC)(CC)C(=O)OCC)cc1	-5%	-7	0%	6	3%	0.3%	-1%	-4%	11	-2	8%
O=C(c1ccc(Cl)s1)N1CCOCC1	2%	-11	1%	-27	3%	-0.3%	-1%	-14%	1	2	-8%
CC(C)(C)NC(=O)COc1ccc(CNCc2cccs2)cc1	-31%	12	1%	7	-5%	-0.6%	1%	-17%	12	0	0%
Cc1cc(C)n(CC(O)COCc2ccccc2)n1 (configuration not stated)	-29%	-2	0%	-15	3%	0.1%	-1%	0%	-9	4	0%
N#CCc1ccc(NC(=O)c2ccc(CN3CCc4ccccc4C3)cc2)cc1	21%	-2	0%	-1	16%	-0.4%	/	1%	-6	-2	1%
CC(=O)c1ccc(N2CCN(C(=O)/C=C/c3ccc(S(=O)(=O)N4CCOCC4)cc3)CC2)cc1	-1%	34[activator]	3%	3	-9%	-0.3%	0%	5%	-12	-2	-7%
CCCc1cc(=O)[nH]c2nnc(SCC(=O)Nc3nnc(CC)s3)n12	-6%	-25	0%	-10	-2%	-0.3%	/	-5%	9	/	/
C[C@H](NC(=O)C1CC(=O)N(c2ccc3c(c2)OCO3)C1)C(=O)NC1CCCCC1 (some centres not stated)	4%	?	2%	-15	4%	0.0%	2%	2%	-9	2	/
c1ccc(N2CCN(c3ncnc4sc5c(c34)CCC5)CC2)cc1	20%	1	-2%	-6	14%	0.0%	5%	5%	8	2	-1%
Cn1c(NCCCO)nc2ccccc21	3%	12	0%	-2	2%	0.4%	3%	6%	/	1	0%
O=C(Oc1ccc(N(Cc2cccs2)C2=NS(=O)(=O)c3ccccc32)cc1)c1ccccc1F	28%	0	-1%	-8	4%	-0.2%	1%	-8%	-39	1	5%
Oc1ccccc1N=Cc1sc2ccccc2c1Cl	6%	17	-1%	0	-10%	0.2%	/	?	-16	-4	0%
O=C(c1cnn(C(=O)c2ccco2)c1)c1ccccc1O	-12%	6	-1%	-14	14%	-0.5%	/	-1%	6	/	/
CCc1nc(Sc2nnnn2-c2ccccc2)c2c3c(sc2n1)CCCC3	0%	13	1%	7	0%	-0.3%	-3%	5%	7	-1	10µM*
CC(=NNC(=O)COc1cccc(C)c1)c1cccnc1	6%	5	1%	-1	0%	0.3%	/	1%	9	/	/
O=C(N/C(=C/c1ccco1)C(=O)N1CCOCC1)c1cccs1	1%	-6	3%	-4	3%	-0.2%	5%	0%	?	-7	2%
Cc1csc(SCCn2c(N3CCN(c4ccccc4)CC3)nc3c2c(=O)[nH]c(=O)n3C)n1	5%	-3	2%	2	-1%	4.4%	13%	-1%	-3	-3	-4%
O=C(CSCc1ccccc1Br)Nc1ccccc1	3%	-5	0%	-3	-12%	-0.5%	1%	-8%	1	-6	8%
O=C(NCc1ccccc1F)C1CCCN1S(=O)(=O)c1ccc(F)cc1 (configuration not stated)	0%	18	1%	3	3%	-0.5%	6%	-1%	16	-1	-1%[11.5 µM]
CC(C)Cc1nc2sc3c(=O)n(N)cnc3c2c2c1COC(C)(C)C2	-16%	8	3%	-2	9%	-1.6%	0%	10%	2	0	5%
CCOC(=O)N1CCN(C(=O)c2cccc(S(=O)(=O)Nc3ccc(Br)cc3)c2)CC1	-19%	12	1%	10	-5%	-0.5%	/	?	-7	/	/
CS(=O)(=O)Nc1ccc(C2=NN(C(=O)C3CCCCC3)C(c3cccs3)C2)cc1 (configuration not stated)	3%	-26	0%	0	0%	0.0%	0%	?	-3	-2	4%
O=C(CSc1nncs1)Nc1cc(-c2ccccc2)nn1-c1ccccc1	-4%	5	0%	-10	0%	-1.0%	2%	2%	-19	-2	1%
O=C(Nc1ccc(Cl)c(S(=O)(=O)N2CCOCC2)c1)c1ccccn1	-5%	-2	0%	7	-4%	0.1%	-2%	2%	3	-2	-5%
CSCC[C@H](NC(=O)[C@H]1CC[C@H](CNC(=O)[C@@H](N)Cc2ccccc2)CC1)C(=O)O	-5%	-14	5%	-7	5%	-1.0%	0%	5%	29	5	/
CN(C)C1NC(=O)c2cc(-c3ccccc3)sc2N1 (configuration not stated)	14%	10	7%	-13	-8%	0.2%	0%	?	16	1	0%
COc1ccc(-c2c(C#Cc3ccccc3)c3ccccc3n2C)cc1	2%	-8	-6%	-1	?	-0.9%	/	?	1	1	5%
COc1ccc(O)c(C(=O)CC(=O)c2ccc(F)cc2)c1	8%	-25	-2%	24	-12%	-0.3%	4%	-18%	1	-7	-1%
COC(=O)c1ccc(NC(C)=O)o1	8%	-3	2%	-13	5%	0.0%	-1%	1%	-32	0	-1%
O=C(/C(=C\c1ccccc1)c1nc2ccccc2[nH]1)c1ccc(Cl)cc1	4%	-6	4%	20	-16%	-0.3%	-2%	?	-23	4	-1%
O=S(=O)(c1cccc(Br)c1)N1CCN(S(=O)(=O)c2ccc3c(c2)OCCO3)CC1	10%	5	4%	/	-1%	-0.2%	/	3%	/	/	/
